# High-throughput results from PubChem.
# HIF-2a block: blocks HIF-2a reporter activity; 786-0 RCC cells HIF-2a reporter, luciferase luminescence, overnight; inhibition, % at 18.8 µM; 360,000 tested, 0.72% active;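 active means inhibition of the luminescence signal of 40% or more relative to plate controls, in a single-dose primary screen at 18.75 µM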
# Peg3 promoter: reduces Peg3 promoter-driven luciferase expression in HeLa; inhibition, % at 20 µM; HeLa PEG-Prom luciferase reporter, luminescence, overnight; 360,000 tested, 1.7% active;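 active means inhibition of at least 50% at 20 µM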
# HTR2A ag: mouse HTR2A agonism via beta-arrestin recruitment; 360,000 tested, 0.66% active; activation, % at 7.6 µM; P35363; CHO-K1 mHTR2A beta-arrestin complementation, luminescence; percent of 30 µM serotonin response;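 active means activation above a run cutoff, the mean activation of all tested compounds plus 3 SD, cut at about 14% in these data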;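 further: 0% = plate median of compound wells and 100% = 30 µM serotonin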
# Shn3 3UTR inh: Schnurri-3 reporter inhibition in Clone20 osteoblasts. Clone20 osteoblast Shn3 3'UTR firefly luciferase, 24 h. inhibition, % at 12.5 µM. AID 588674. 360,000 tested, 0.52% active;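 active means mean inhibition of at least 75% with every replicate also reaching 75%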;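 further: 0% = median of neutral control wells and 100% = pilot-screen positive control compound; some compounds past the cut are filed as inactive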
# H9c2 protect: modulators protecting cardiomyocytes from myocardial damage; protection from H2O2 cell death, % at 20 µM; H9c2 cardiomyocytes, H2O2 injury protection, ATPLite, 2 h; 360,000 tested, 0.63% active; AID 588492;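 active means compounds giving at least 50% protection of heart cells from peroxide-induced death in the single-dose screen, raw or plate-pattern-corrected value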;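 further: 0% = DMSO wells with peroxide and 100% = DMSO wells without peroxide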
# MITF TRPM1 inh: MITF TRPM1 promoter inhibition in SK-MEL-5 cells | 330,000 tested, 0.83% active | AID 488899 | SK-MEL-5 TRPM1 promoter luciferase, 24 h | inhibition, % at 12.5 µM;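 active means mean inhibition across replicates of 60% or more, whatever share of single replicates reaches that level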; further: values of inactives mirror those of a sister screen read the other way
# hiPSC survival: increases survival of single human iPS cells. hiPSC single-cell survival, ATPlite luminescence; 100% = ROCK inhibitor wells, 0% = DMSO. survival enhancement, % at 20 µM. 360,000 tested, 0.044% active. AID 602274; in the data active means survival enhancement above about 18%;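 further: cells exposed to compounds for 16 hours before the ATP read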
# CaV13 FRET inh: Primary screen for inhibitors of IQ motif and Ca2+-dependent inactivation inhibitor domain binding in CACNA1D, Förster resonance energy transfer in living cells, …. HEK cells, CFP/YFP FRET ICDI-IQ, plate reader, 10 min; percent FRET-ratio fall versus neutral wells. inhibition, % at 12.3 µM. 340,000 tested, 0.098% active. AID 743397;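 active means mean replicate inhibition of at least 30% and at least 1% of replicates passing that level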;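 further: 0% = median of the neutral control wells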
# PDI turbidity: inhibitors of human protein disulfide isomerase | P07237 | PDI insulin aggregation turbidity, A650, 90 min | inhibition, % at 10 µM | 350,000 tested, 0.052% active | AID 588391;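 active means mean inhibition across replicates of 30% or more, whatever share of single replicates reach that level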;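 further: absorbance from insulin aggregation driven by PDI reduction with DTT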
# Target sequence (P07237 whole entry, looked up): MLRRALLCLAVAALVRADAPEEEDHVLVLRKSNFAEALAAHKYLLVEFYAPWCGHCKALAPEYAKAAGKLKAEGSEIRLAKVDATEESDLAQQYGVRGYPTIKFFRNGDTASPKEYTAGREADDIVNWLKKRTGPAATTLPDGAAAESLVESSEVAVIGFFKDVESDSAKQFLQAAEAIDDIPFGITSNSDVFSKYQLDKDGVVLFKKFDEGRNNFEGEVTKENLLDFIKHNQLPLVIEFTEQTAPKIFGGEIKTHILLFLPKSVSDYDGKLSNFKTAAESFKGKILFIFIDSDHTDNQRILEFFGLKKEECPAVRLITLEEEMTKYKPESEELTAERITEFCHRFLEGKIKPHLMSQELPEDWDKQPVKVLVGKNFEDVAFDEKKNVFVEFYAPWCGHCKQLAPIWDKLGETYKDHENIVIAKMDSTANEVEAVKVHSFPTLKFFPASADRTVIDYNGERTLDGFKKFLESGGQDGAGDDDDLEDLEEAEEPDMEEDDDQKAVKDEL
# NR2E3 ag-1: agonists of human nuclear receptor NR2E3; AID 2300; GST-NR2E3/biotin-RetCOR TR-FRET, 1536-well; inhibition of corepressor binding, % at 4.78 µM; Q9Y5X4; 320,000 tested, 0.12% active;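 active means percent inhibition above the cutoff of mean plus 3 SD of all tested compounds, set per screening campaign, cut at about 20% in these data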;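 further: 0% = DMSO wells and 100% = biotin wells as full block of FRET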
# Target sequence (Q9Y5X4 whole entry, looked up): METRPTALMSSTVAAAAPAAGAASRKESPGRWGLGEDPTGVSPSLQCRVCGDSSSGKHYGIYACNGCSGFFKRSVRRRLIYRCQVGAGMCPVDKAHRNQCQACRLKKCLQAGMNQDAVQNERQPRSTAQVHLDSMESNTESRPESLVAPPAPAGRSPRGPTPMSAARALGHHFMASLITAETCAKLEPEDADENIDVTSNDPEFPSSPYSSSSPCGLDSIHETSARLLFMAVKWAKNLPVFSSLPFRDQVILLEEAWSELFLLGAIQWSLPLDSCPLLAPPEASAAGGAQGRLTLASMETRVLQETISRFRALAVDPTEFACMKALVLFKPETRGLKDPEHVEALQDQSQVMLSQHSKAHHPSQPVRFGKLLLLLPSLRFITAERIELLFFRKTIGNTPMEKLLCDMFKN
#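 Material – GST-tagged NR2E3 plus biotinylated RetCOR corepressor · Quantity – NR2E3 fusion 1.35 nM · Times – 5 h incubation at 4 °C · Medium – pH 7.5 Tris-based buffer · Technique – TR-FRET, Eu(K)-anti-GST donor, streptavidin-D2 acceptor, ex 340, em 617/671 nm · Benchmarks – high control biotin, low control 0.6% DMSO · Format – 1536-well plates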
# NR2E3 ag-2: human photoreceptor-specific nuclear receptor agonism; inhibition of corepressor binding, % at 3.98 µM; Q9Y5X4; AID 602229; 360,000 tested, 0.35% active; CHO-S Gal4-NCOR/VP16-NR2E3 two-hybrid, luciferase;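 active means inhibition above the mean of all tested compounds plus 3 SD, cut at about 70% in these data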;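 further: 0% = DMSO with NR2E3 transfected cells and 100% = cells lacking NR2E3 construct; higher means lower luciferase signal from less NR2E3 corepressor binding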
# An asterisk follows results filed as active; · = no result given.
SMILES,HIF-2a block,Peg3 promoter,HTR2A ag,Shn3 3UTR inh,H9c2 protect,MITF TRPM1 inh,hiPSC survival,CaV13 FRET inh,PDI turbidity,NR2E3 ag-1,NR2E3 ag-2
Cc1nn(CC(C)C)c(Cl)c1C(=O)N(C)CC(=O)Nc1c(Cl)cccc1Cl,11.8,7.1,8.5,3.9,4.0,9.5,0.0,-3.1,2.5,-0.2,4.0
Cc1cccc(-n2ccc(=O)c(C(=O)Nc3ccc(S(=O)(=O)Nc4nccs4)cc3)n2)c1,9.7,5.7,3.5,-16.0,5.7,3.8,0.2,-3.9,8.2,1.0,-7.8
NS(=O)(=O)c1ccc(CCNC(=O)CSc2nc3ccccc3c(=O)n2CCN2CCOCC2)cc1,21.9,0.2,-1.8,-11.0,16.4,8.5,-0.5,-3.3,-5.9,4.1,-1.9
COc1ccc(C(C(=O)NCC2CCCO2)N(C(=O)Cn2nnc3ccccc32)c2ccc(NC(C)=O)cc2)cc1 (stereo unspecified),7.5,18.1,-4.0,0.0,-2.3,6.5,0.4,-3.0,4.7,-3.1,-26.7
CCOc1ccc(C(=O)Nc2cc(-c3nc4ccccc4[nH]3)ccc2C)cc1[N+](=O)[O-],-29.4,24.9,6.5,-6.4,25.9,-0.4,-2.8,·,-10.0,1.6,19.1
CC(C)C(=O)NC(=S)NCC(=O)c1ccccc1,-60.7,-33.4,-2.3,-29.8,13.0,-24.5,-2.2,·,-1.7,-1.9,-48.6
COc1ccc(C(=O)C[N+]2(C)CCOCC2)cc1,-9.6,-7.4,5.9,-10.0,3.3,3.8,-0.6,-6.5,-1.2,-1.2,-14.1
COCCN(CC(=O)Nc1cccc(C)c1C)C(=O)C1(c2ccc(Cl)cc2)CCC1,27.9,21.2,-11.6,-0.7,-0.1,10.3,0.1,-2.1,3.0,·,22.4
CC(=O)NC(Cc1ccccc1F)C(=O)NC1CCN(c2ncccc2[N+](=O)[O-])CC1 (stereo unspecified),13.1,18.4,1.6,-2.8,-3.5,-4.8,-0.6,5.3,-0.5,-4.2,8.1
CCCn1c(O)c(CN2CCCCC2)c(C)c(C#N)c1=O,11.9,-7.5,0.7,-4.2,4.9,-4.7,0.2,·,-4.7,2.5,0.1
CCC(CO)Nc1ccc(-c2n[nH]c(=O)c3ccccc23)cc1[N+](=O)[O-] (stereo unspecified),-7.6,15.3,3.2,28.3,30.9,-12.3,-0.2,-2.4,-2.0,-3.0,-20.1
CC1COc2ccccc2N1S(=O)(=O)c1cc(Cl)ccc1Cl (stereo unspecified),24.9,23.4,4.3,4.9,-9.8,17.7,-0.2,-18.3,-0.3,0.3,-14.3
CCn1cc(S(=O)(=O)CC(=O)Nc2cc(C)ccc2C)c2ccccc21,10.1,17.6,6.5,6.4,-2.8,·,-0.3,-5.7,·,1.2,-21.3
Cc1onc(-c2ccccc2)c1C(=O)N1CCCN(C(=O)c2c(-c3ccccc3)noc2C)CC1,11.6,1.2,-1.3,-7.5,0.6,-4.6,-0.4,-4.0,-4.4,-2.7,0.1
COCc1nnc(NS(=O)(=O)c2ccc(Br)cc2)s1,17.1,1.2,1.4,7.4,4.6,-0.1,-1.4,-4.3,6.9,2.3,-29.0
Cc1ccc(NCc2ccccc2F)cc1,-57.8,-28.6,3.1,-3.9,-11.6,7.0,-0.3,-2.5,5.3,1.4,-20.9
CSc1ccc(S(=O)(=O)NCc2ccccc2)cc1,-3.0,-6.5,-0.8,9.3,-4.8,6.5,0.0,-5.2,-0.9,2.0,7.4
COc1ccc(C)c2sc(N(CCN(C)C)C(=O)/C=C/c3cccs3)nc12,8.4,50.5*,24.2*,-15.7,-11.6,88.4*,-0.3,-3.2,14.5,0.1,-4.8
OC(COc1ccc(F)cc1Cl)CN1CCC(Cc2ccccc2)CC1 (stereo unspecified),27.8,33.0,-11.7,30.5,-4.9,-11.1,-0.4,-4.0,7.2,1.5,13.6
FC(F)(F)c1cc(Oc2ccccc2Cl)nc(-c2ccccn2)n1,19.1,20.3,-5.7,13.4,-4.4,5.2,2.8,-3.9,-3.7,-1.6,13.8
CCCCc1c(O)n2c(nc3ccccc32)[nH]c1=O,-15.6,-8.8,-1.1,·,12.3,-6.3,-1.5,-7.5,5.7,1.9,-12.0
COc1ccc(-n2c(SCC(=O)Nc3ccc(NC(C)=O)cc3)nc3c([nH]c4ccccc43)c2=O)cc1OC,35.8,8.7,1.0,-2.1,9.8,31.8,0.2,-4.8,-3.9,2.8,0.7
O=C(N/N=C\c1ccc2c(c1)OCO2)c1cncc(Br)c1,-57.1,-22.8,-3.0,-5.7,2.2,-0.2,0.3,-7.2,-2.2,6.1,0.4
Cc1ccc(C(=O)Nc2nc(-c3cccnc3)cs2)o1,-119.4,-95.6,5.8,-31.4,20.7,-19.8,-2.3,-5.8,-7.8,-2.4,-30.2
CCCc1cc(=O)[nH]c(SCC(=O)c2ccc3c(c2)OCCO3)n1,5.7,17.9,2.3,-9.0,-0.2,2.8,-1.1,-3.2,-14.5,-1.9,-25.4

# Single records, from the list above. Values in the order: HIF-2a block | Peg3 promoter | HTR2A ag | Shn3 3UTR inh | H9c2 protect | MITF TRPM1 inh | hiPSC survival | CaV13 FRET inh | PDI turbidity | NR2E3 ag-1 | NR2E3 ag-2
# Cc1nn(CC(C)C)c(Cl)c1C(=O)N(C)CC(=O)Nc1c(Cl)cccc1Cl is entered as 11.8 | 7.1 | 8.5 | 3.9 | 4.0 | 9.5 | 0.0 | -3.1 | 2.5 | -0.2 | 4.0
# CSc1ccc(S(=O)(=O)NCc2ccccc2)cc1 is entered as -3.0 | -6.5 | -0.8 | 9.3 | -4.8 | 6.5 | 0.0 | -5.2 | -0.9 | 2.0 | 7.4
# COc1ccc(C)c2sc(N(CCN(C)C)C(=O)/C=C/c3cccs3)nc12 is entered as 8.4 | 50.5* | 24.2* | -15.7 | -11.6 | 88.4* | -0.3 | -3.2 | 14.5 | 0.1 | -4.8
# Cc1cccc(-n2ccc(=O)c(C(=O)Nc3ccc(S(=O)(=O)Nc4nccs4)cc3)n2)c1 is entered as 9.7 | 5.7 | 3.5 | -16.0 | 5.7 | 3.8 | 0.2 | -3.9 | 8.2 | 1.0 | -7.8

# (further entries)
SMILES,HIF-2a block,Peg3 promoter,HTR2A ag,Shn3 3UTR inh,H9c2 protect,MITF TRPM1 inh,hiPSC survival,CaV13 FRET inh,PDI turbidity,NR2E3 ag-1,NR2E3 ag-2
O=C(Oc1ccccc1F)C1CCN(C(=O)c2ccc(F)cc2)CC1,5.8,19.4,-1.8,-5.2,-2.2,5.4,0.5,-5.5,0.1,0.3,-13.7
Cc1ccc(C(=O)c2cn(-c3ccc(F)c(Cl)c3)nn2)cc1,-24.2,-53.1,4.9,-17.6,2.5,-10.2,0.2,-4.1,1.9,2.7,-2.4
O=S(=O)(NCCN1CCCC1)c1ccc(Br)cc1,17.3,12.9,-3.4,4.1,-0.4,-6.4,-0.7,-2.9,1.2,3.0,6.7
Nc1nc(N2CCN(C(c3ccccc3)c3ccccc3)CC2)n[nH]1,3.7,0.4,-0.1,-2.4,0.0,2.0,0.6,7.4,24.1,1.9,12.7
N#Cc1c(N)nc2c(c1N)CC(C(F)(F)F)O2 (stereo unspecified),15.3,-3.0,-2.1,11.8,-11.4,3.8,-0.3,-0.9,-6.0,-4.4,2.3
CN(CC1CCCO1)S(=O)(=O)c1ccc(C(=O)Nc2nc3cc4c(cc3s2)OCO4)cc1 (stereo unspecified),-24.6,-15.3,0.5,41.0,0.7,45.8,-1.0,-7.5,·,5.1,-3.3
CCN(CC(=O)Nc1ccc(Cl)c(C(F)(F)F)c1)CC(=O)NC1CCS(=O)(=O)C1 (stereo unspecified),12.2,17.1,-1.7,8.9,-8.2,11.4,0.6,·,11.1,0.5,3.6
CCC(C)Nc1nc(CN2CCOCC2)nc2sc3c(c12)CCC3 (stereo unspecified),4.3,0.3,-0.5,15.3,4.7,22.2,-0.7,·,-0.1,1.1,-5.8
N=c1oc2ccc(Br)cc2cc1C(=O)NCc1ccc(F)cc1,-4.8,-4.1,4.6,4.4,-2.8,-14.7,-0.5,-5.2,7.0,0.7,-8.8
O=C(Oc1ccc(Cl)c2cccnc12)N1CCOCC1,5.3,-0.3,2.7,-1.0,2.3,-0.7,-1.9,-4.6,3.0,1.7,1.0
C=CCOc1ccc(C(c2c(O)nc(SC)[nH]c2=O)c2c(O)nc(SC)[nH]c2=O)cc1,4.8,1.5,1.4,-27.4,-3.8,8.3,0.2,-3.5,-1.7,6.9,3.1
O=C(Nc1ccc(Cn2cccn2)cc1)c1ccc(COc2cccc(Br)c2)cc1,-127.4,-121.3,-6.2,17.0,-2.3,-1.2,-1.6,-1.9,2.1,-1.8,30.8
CNc1nc(Nc2ccccc2)nc(OCC(F)(F)F)n1,-5.5,-3.8,-4.0,15.0,2.5,-5.8,-0.2,-6.3,-1.8,3.7,-10.5
COc1ccc(S(=O)(=O)NCC(=O)N(CC(=O)NCc2ccco2)Cc2ccc(F)cc2)cc1,8.1,1.4,2.7,3.9,-1.9,6.9,-0.1,-3.8,-3.1,1.2,8.3
CCOC(=O)CCc1nc2ccccc2[nH]c1=O,14.8,1.2,2.1,5.1,5.9,9.0,1.7,-5.0,-1.1,1.1,-22.9
N#Cc1ccccc1S(=O)(=O)Nc1ccc2c(c1)OCCO2,-0.2,22.8,1.2,6.1,-1.5,-4.4,-0.1,-6.9,-0.6,3.2,-1.1
O=C(COc1ccc(F)cc1)Nc1nc(-c2ccccn2)cs1,-13.9,30.8,-9.1,3.7,58.7*,22.7,1.8,-6.1,-2.5,-0.3,32.3
CSc1nnc(C2CCN(CC(=O)Nc3ccccc3N3CCOCC3)CC2)n1C,18.9,1.8,-0.7,3.4,-3.5,7.1,1.5,-4.0,-4.4,-0.1,-0.4
C(=Nc1ccc(Nc2ccccc2)cc1)c1ccc2ccccc2c1,-13.2,-16.5,-4.4,-4.5,-4.7,-1.8,2.4,·,11.6,-12.0,-12.7
O=c1n(-c2cccc(Cl)c2)c(=O)n2n1CCC2,10.2,3.0,6.2,-19.6,2.9,16.4,-1.2,-5.9,-3.3,2.4,-45.3
COc1ccc(CNC(=O)CS(=O)Cc2nc(-c3ccc(C)cc3)oc2C)cc1 (stereo unspecified),-14.8,-49.6,-9.4,3.3,-7.3,·,-2.6,-5.5,·,0.6,36.1
Cc1ccc(C)c(N2CCN(C(=O)c3ccc(CS(=O)Cc4ccc(Cl)cc4)o3)CC2)c1 (stereo unspecified),13.6,28.6,-4.2,-15.5,5.3,12.7,-0.4,-4.9,-1.4,-0.3,45.9
CCOC(=O)Cc1csc(NC(=O)COc2ccc(N(C)S(=O)(=O)c3cccs3)cc2)n1,4.0,8.8,-2.4,18.6,-27.3,12.9,-2.7,-5.3,-7.4,0.8,-0.6
